Screening results as filed in PubChem.
TNAP inh no acc: TNAP (human) inhibition, acceptor-free conditions. 200,000 tested, 0.26% active. inhibition, % at 20 µM. AID 1012. purified TNAP, CDP-star luminescence, 30 min. P05186;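 active = tissue-nonspecific alkaline phosphatase inhibition above about 50% at 20 µM in the single-dose screen, limit read from the data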;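 note: 0% = DMSO negative control and 100% = EDTA positive control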
Target sequence (P05186 whole entry, looked up): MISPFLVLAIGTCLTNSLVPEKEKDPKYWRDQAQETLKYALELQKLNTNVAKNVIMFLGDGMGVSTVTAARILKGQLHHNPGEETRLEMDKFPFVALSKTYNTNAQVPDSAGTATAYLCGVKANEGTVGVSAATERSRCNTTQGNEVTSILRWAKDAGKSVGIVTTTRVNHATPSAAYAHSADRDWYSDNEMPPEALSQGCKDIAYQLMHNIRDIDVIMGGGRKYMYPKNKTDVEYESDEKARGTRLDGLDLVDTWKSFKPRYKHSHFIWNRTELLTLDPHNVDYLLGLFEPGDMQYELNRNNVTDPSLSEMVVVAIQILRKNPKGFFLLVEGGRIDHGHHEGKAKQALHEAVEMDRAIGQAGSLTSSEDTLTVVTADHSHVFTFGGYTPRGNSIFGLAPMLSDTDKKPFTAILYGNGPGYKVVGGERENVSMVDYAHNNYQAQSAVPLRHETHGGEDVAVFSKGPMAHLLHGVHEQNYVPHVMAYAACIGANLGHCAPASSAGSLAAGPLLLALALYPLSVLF
bIAP activator: intestinal alkaline phosphatase (bovine) activation; purified bovine IAP, CDP-star luminescence, 30 min; stronger effect = higher value; fold of DMSO-control signal, blank-subtracted; activation factor at 20 µM; 200,000 tested, 0.17% active; AID 1016;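 active = activation factor of 2 or more at 20 µM, a signal rise over negative controls twice the positive control's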
TNAP act hi DEA: TNAP (human) activation, high acceptor | P05186 | purified TNAP, CDP-star luminescence, 1 M DEA, 30 min; stronger effect = higher value; 0 = EDTA background, 1 = DMSO-only activity | activation factor at 20 µM | 200,000 tested, under 10 active | AID 1136;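 active = activation factor at least 2 at 20 µM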
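system = human TNAP | amount = enzyme diluted 1/800 final | reagent = 100 µM CDP-star substrate | signal = luminescent substrate turnover signal | dosing = one dose, 20 µM | benchmarks = EDTA negative control, DMSO positive control | measure = activation factor | timing = 30 min reaction, room temperature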
Diaphorase act: activates diaphorase or chemically reduces, flagging diaphorase assay artifacts | Diaphorase/resazurin coupled assay, resorufin fluorescence, 16 min; stronger effect = higher value; 1 = vehicle wells, 0 = NADH-free wells | activation factor at 20 µM | 190,000 tested, 0.005% active | AID 1229;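 active = diaphorase activity raised at least twofold by the compound at 20 µM; inactive = activation factor below 2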
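System – purified diaphorase enzyme from Clostridium kluyveri · Input – enzyme 0.07 U/mL final · Also added – final NADH 0.114 mM, resazurin 0.1 mM · Measured by – fluorescence of resorufin, 544 nm excitation, 590 nm emission · Timing – 16 min enzyme reaction, ambient temperature · Measure – resorufin increase flagging diaphorase activators or reducers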
Lmaj promast: inhibitors of Leishmania major promastigote growth | Leishmania major promastigotes, resazurin fluorescence viability | inhibition, % at 10 µM | 200,000 tested, 9% active; in the data active = inhibition above about 50%;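 note: promastigotes grown with compound for 44 hours at 28 °C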
Diaph inh CS: inhibits diaphorase or chemically oxidizes, flagging diaphorase assay artifacts; diaphorase resazurin-to-resorufin fluorescence, NADH, 16 min; bacterial (C. kluyveri) enzyme, not human; inhibition, % at 20 µM; 190,000 tested, 0.69% active;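 active = primary screen inhibition at 20 µM above a set limit, cut at about 50% in these data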;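 note: plate controls were DMSO with full reaction for no effect and wells lacking NADH for full effect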
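Test system: bacterial diaphorase enzyme (C. kluyveri); Quantity: 0.14 U/mL diaphorase, enzyme working solution; Times: reaction incubation of 16 min at room temperature; Measured by: fluorescence of resorufin formed from resazurin, Ex 544/Em 590 nm; Benchmarks: positive control minus NADH, DMSO neutral control.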
TNAP inh hiacc: inhibitors of human TNAP at high phosphate acceptor concentration; P05186; purified TNAP, CDP-star luminescence, 1 M DEA; inhibition, % at 20 µM; 200,000 tested, 0.03% active; AID 1135;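 active = over 50% inhibition of tissue-nonspecific alkaline phosphatase at 20 µM in the single-dose screen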;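 note: plate controls were DMSO wells for no effect and EDTA-quenched wells as full inhibition for full effect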
bIAP inhibitor: intestinal alkaline phosphatase (bovine) inhibition | purified bovine IAP, CDP-star luminescence, 30 min | inhibition, % at 20 µM | 190,000 tested, under 10 active | AID 1019;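 active = over 50% inhibition of intestinal alkaline phosphatase at 20 µM in the single-dose screen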
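System: Purified bovine intestinal alkaline phosphatase (IAP) enzyme | Input: IAP diluted 1/65,000,000 in the well | Also added: CDP-star chemiluminescent phosphatase substrate, 30 µM final | Dosing: 20 µM single dose | Times: Enzyme reaction for 30 min at room temperature | Detection: Luminescence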
PMI act hi M6P: PMI (human) activation, high substrate; coupled PMI enzyme assay, resazurin fluorescence, 20 min; stronger effect = higher value; 1 = untreated enzyme, 0 = substrate-free blank; activation factor at 20 µM; 190,000 tested, 0.34% active;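 active = activation factor of 2 or more at 20 µM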
Target sequence (P34949 whole entry, looked up): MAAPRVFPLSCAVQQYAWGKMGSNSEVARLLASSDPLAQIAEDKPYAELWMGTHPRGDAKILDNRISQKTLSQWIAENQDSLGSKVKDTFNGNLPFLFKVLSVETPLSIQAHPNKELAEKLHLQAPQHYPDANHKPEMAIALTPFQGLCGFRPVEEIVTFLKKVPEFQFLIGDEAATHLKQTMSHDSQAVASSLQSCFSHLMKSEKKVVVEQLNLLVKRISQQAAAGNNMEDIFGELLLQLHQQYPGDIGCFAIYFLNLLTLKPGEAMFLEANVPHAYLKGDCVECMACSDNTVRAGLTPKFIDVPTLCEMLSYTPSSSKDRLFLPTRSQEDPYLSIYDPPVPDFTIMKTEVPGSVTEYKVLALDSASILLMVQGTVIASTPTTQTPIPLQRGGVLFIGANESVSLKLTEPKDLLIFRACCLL
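Test system – human PMI in coupled enzyme assay · Timing – 20 min incubation at room temperature · Detection – Diaphorase-driven resazurin-to-resorufin fluorescence, excitation 544, emission 590 nm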
PMI activator: increases human mannose-6-phosphate isomerase activity | activation factor at 20 µM | purified human PMI, coupled resazurin fluorescence, 20 min; stronger effect = higher value; 1 = vehicle control, 0 substrate-free wells | P34949 | 190,000 tested, 0.005% active;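 active = activation factor of 2 or more at 20 µM, relative to plate controls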
Starred values were filed as active, the others as inactive.

Screening Cc1cc(C(=O)N/N=C/c2cccc([N+](=O)[O-])c2)c2ccccc2n1 returned TNAP inh no acc -5, bIAP activator 1, TNAP act hi DEA 1.1, Diaphorase act 0.8, Lmaj promast 12, Diaph inh CS 20, TNAP inh hiacc -5, bIAP inhibitor -3, PMI act hi M6P 1 and PMI activator 1.
`CC(CN1CCN(C)CC1)OC(=O)c1ccc(F)cc1` (stereo unspecified) gave TNAP inh no acc -13, bIAP activator 1, TNAP act hi DEA 1.1, Diaphorase act 0.8, Lmaj promast 7, Diaph inh CS 19, TNAP inh hiacc -6, bIAP inhibitor 4, PMI act hi M6P 1.1 and PMI activator 1.2.
For CC1S/C(=C(\C#N)C(N)=O)N(c2ccc(F)cc2)C1=O (stereo unspecified) the results were TNAP inh no acc -9, bIAP activator 0.9, TNAP act hi DEA 1, Diaphorase act 0.9, Lmaj promast 0, Diaph inh CS 13, TNAP inh hiacc -3, bIAP inhibitor 7, PMI act hi M6P 1 and PMI activator 1.
O=C(CS(=O)(=O)Cc1ccccc1)Nc1ccc2c(c1)OCO2 was read as TNAP inh no acc -2, bIAP activator 1, TNAP act hi DEA 1, Diaphorase act 1, Lmaj promast -6, Diaph inh CS 0, TNAP inh hiacc -4, bIAP inhibitor 4, PMI act hi M6P 0.5 and PMI activator 1.1.
Screening Cc1[nH]nc(SCC(=O)N2CCCCCC2)c1[N+](=O)[O-] returned TNAP inh no acc 18, bIAP activator 1, TNAP act hi DEA 1, Diaphorase act 0.9, Lmaj promast -8, Diaph inh CS 12, TNAP inh hiacc 0, bIAP inhibitor 2, PMI act hi M6P 1.1 and PMI activator 1.
`CCOC(=O)c1cnc(NCc2ccccc2)nc1C` gave TNAP inh no acc -8, bIAP activator 0.8, TNAP act hi DEA 1, Diaphorase act 0.9, Lmaj promast -10, Diaph inh CS 8, TNAP inh hiacc -1, bIAP inhibitor 17, PMI act hi M6P 0.9 and PMI activator 0.9.
Screening Clc1ccccc1CSc1nnc(Cn2cnc3ccccc32)n1-c1ccccc1 returned TNAP inh no acc -8, bIAP activator 0.9, TNAP act hi DEA 1.1, Diaphorase act 0.8, Lmaj promast 6, Diaph inh CS 20, TNAP inh hiacc -8, bIAP inhibitor 11, PMI act hi M6P 1 and PMI activator 1.
For CC(C)(C)C(=O)N1CCN(c2ccc([N+](=O)[O-])c(NCc3cccnc3)c2)CC1 the results were TNAP inh no acc 11, bIAP activator 1, TNAP act hi DEA 0.9, Diaphorase act 0.8, Lmaj promast 5, Diaph inh CS 18, TNAP inh hiacc 14, bIAP inhibitor 4, PMI act hi M6P 0.7 and PMI activator 0.9.
Nc1cccc2nc3ccccc3cc12 was read as TNAP inh no acc -11, bIAP activator 1, TNAP act hi DEA 1.1, Diaphorase act 0.9, Lmaj promast 101*, Diaph inh CS 10, TNAP inh hiacc -7, bIAP inhibitor -3, PMI act hi M6P 0.9 and PMI activator 0.9.
`CCc1nc(N)c(C#N)c(-c2cccnc2)c1C` gave TNAP inh no acc -8, bIAP activator 1, TNAP act hi DEA 1, Diaphorase act 0.9, Lmaj promast -1, Diaph inh CS 14, TNAP inh hiacc -5, bIAP inhibitor 5, PMI act hi M6P 0.9 and PMI activator 0.8.
`O=C(O)c1ccc(CSc2nnc(COc3ccccc3)o2)cc1` gave TNAP inh no acc -6, bIAP activator 1, TNAP act hi DEA 1, Diaphorase act 1, Lmaj promast -5, Diaph inh CS 4, TNAP inh hiacc 0, bIAP inhibitor 0, PMI act hi M6P 1 and PMI activator 1.
Cc1ccc(-c2nc(CSCC(=O)NCCCN3CCOCC3)c(C)o2)cc1 was read as TNAP inh no acc -11, bIAP activator 1, TNAP act hi DEA 1, Diaphorase act 1, Lmaj promast 53*, Diaph inh CS 4, TNAP inh hiacc -2, bIAP inhibitor -2, PMI act hi M6P 1.1 and PMI activator 1.
`C=CCNC(=O)C1CC1(c1ccccc1)c1ccccc1` (stereo unspecified) gave TNAP inh no acc -12, bIAP activator 0.9, TNAP act hi DEA 1, Diaphorase act 1, Lmaj promast -1, Diaph inh CS 4, TNAP inh hiacc 0, bIAP inhibitor 9, PMI act hi M6P 1 and PMI activator 1.
`CC1(C(=O)NC(=S)N(CCC#N)c2ccccc2)CC1(Cl)Cl` (stereo unspecified) gave TNAP inh no acc -6, bIAP activator 0.9, TNAP act hi DEA 1.1, Diaphorase act 0.9, Lmaj promast 0, Diaph inh CS 10, TNAP inh hiacc -6, bIAP inhibitor 14, PMI act hi M6P 1.1 and PMI activator 1.
For O=C(N/N=C/c1coc2ccccc2c1=O)c1cccc([N+](=O)[O-])c1 the results were TNAP inh no acc 16, bIAP activator 1.1, TNAP act hi DEA 1, Diaphorase act 1, Lmaj promast -5, Diaph inh CS 1, TNAP inh hiacc 2, bIAP inhibitor -9, PMI act hi M6P 1 and PMI activator 1.2.
C(=C1/CCCC2=C1Nc1ncnn1C2c1ccccc1)/c1ccccc1 (stereo unspecified) was read as TNAP inh no acc -6, bIAP activator 1, TNAP act hi DEA 1, Diaphorase act 1.1, Lmaj promast 100*, Diaph inh CS -5, TNAP inh hiacc -3, bIAP inhibitor -4, PMI act hi M6P 0.9 and PMI activator 1.
Cc1ccc(C2=NN(C(=O)COc3ncnc4ccccc34)C(c3ccco3)C2)cc1 (stereo unspecified) was read as TNAP inh no acc -12, bIAP activator 1.1, TNAP act hi DEA 1.1, Diaphorase act 0.8, Lmaj promast -6, Diaph inh CS 22, TNAP inh hiacc -5, bIAP inhibitor -8, PMI act hi M6P 0.8 and PMI activator 0.8.
O=C(CNC(=O)c1ccc([N+](=O)[O-])cc1)c1ccccc1 was read as TNAP inh no acc -7, bIAP activator 1, TNAP act hi DEA 1, Diaphorase act 1, Lmaj promast -1, Diaph inh CS 2, TNAP inh hiacc -2, bIAP inhibitor -4, PMI act hi M6P 1 and PMI activator 1.
For Cc1ccccc1SCCNC(=O)c1ccccc1Br the results were TNAP inh no acc -10, bIAP activator 0.9, TNAP act hi DEA 1, Diaphorase act 0.9, Lmaj promast -4, Diaph inh CS 10, TNAP inh hiacc -1, bIAP inhibitor 6, PMI act hi M6P 1 and PMI activator 1.
For Cc1ccc(C(=O)N2CCn3c(C)ccc3C2C)cc1 (stereo unspecified) the results were TNAP inh no acc -10, bIAP activator 1.1, TNAP act hi DEA 1, Diaphorase act 0.9, Lmaj promast 16, Diaph inh CS 6, TNAP inh hiacc 4, bIAP inhibitor -9, PMI act hi M6P 0.8 and PMI activator 0.9.
N=c1c2ccccc2nnn1-c1ccc(C(F)(F)F)cc1 was read as TNAP inh no acc -4, bIAP activator 0.9, TNAP act hi DEA 1, Diaphorase act 1.2, Lmaj promast 3, Diaph inh CS -21, TNAP inh hiacc 1, bIAP inhibitor 9, PMI act hi M6P 1.1 and PMI activator 1.1.
For CCC(C(=O)NC1CCCC1)N(C(=O)Cn1nnc(-c2ccc(C)o2)n1)c1cnc2ccccc2c1 (stereo unspecified) the results were TNAP inh no acc -7, bIAP activator 1, TNAP act hi DEA 1, Diaphorase act 0.9, Lmaj promast 15, Diaph inh CS 9, TNAP inh hiacc 1, bIAP inhibitor 5, PMI act hi M6P 1 and PMI activator 1.
`CC(C)Oc1ccc(CNC(=O)CC(c2ccccc2)c2cc(Cl)ccc2O)cc1` (stereo unspecified) gave TNAP inh no acc -9, bIAP activator 0.9, TNAP act hi DEA 1.1, Diaphorase act 0.7, Lmaj promast 38, Diaph inh CS 33, TNAP inh hiacc -5, bIAP inhibitor 11, PMI act hi M6P 0.8 and PMI activator 0.8.
`Fc1ccc(N2CCN(C(c3cccs3)c3nnnn3CCc3ccccc3)CC2)cc1` (stereo unspecified) gave TNAP inh no acc -14, bIAP activator 1, TNAP act hi DEA 1, Diaphorase act 0.9, Lmaj promast 71*, Diaph inh CS 11, TNAP inh hiacc -4, bIAP inhibitor 4, PMI act hi M6P 0.9 and PMI activator 0.9.
For CC(=O)Nc1cccc2ncccc12 the results were TNAP inh no acc -6, bIAP activator 0.9, TNAP act hi DEA 1, Diaphorase act 0.9, Lmaj promast 12, Diaph inh CS 10, TNAP inh hiacc 4, bIAP inhibitor 8, PMI act hi M6P 1 and PMI activator 0.9.
Screening CCc1cccc(NC(=O)c2cc(S(=O)(=O)N(C)C)ccc2N2CCCC2)c1 returned TNAP inh no acc -17, bIAP activator 1, TNAP act hi DEA 1.1, Diaphorase act 0.8, Lmaj promast 32, Diaph inh CS 21, TNAP inh hiacc -8, bIAP inhibitor 3, PMI act hi M6P 0.9 and PMI activator 1.
For COc1cccc(C2C(C(=O)Nc3cccnc3)=C(C)Nc3nnnn32)c1OC (stereo unspecified) the results were TNAP inh no acc -11, bIAP activator 1, TNAP act hi DEA 1.1, Diaphorase act 0.8, Lmaj promast 5, Diaph inh CS 18, TNAP inh hiacc -6, bIAP inhibitor -5, PMI act hi M6P 0.9 and PMI activator 0.9.
Screening COc1ccc(CSc2nncn2N)cc1[N+](=O)[O-] returned TNAP inh no acc 5, bIAP activator 0.9, TNAP act hi DEA 1, Diaphorase act 0.9, Lmaj promast 31, Diaph inh CS 9, TNAP inh hiacc 0, bIAP inhibitor 5, PMI act hi M6P 0.9 and PMI activator 0.9.
CS(=O)(=O)N(Cc1ccccc1)c1ccccc1C(=O)Nc1ccccc1C(=O)NCc1ccco1 was read as TNAP inh no acc -17, bIAP activator 1, TNAP act hi DEA 1, Diaphorase act 0.9, Lmaj promast 11, Diaph inh CS 13, TNAP inh hiacc -1, bIAP inhibitor 4, PMI act hi M6P 0.9 and PMI activator 1.
For O=C(O)Cc1ccc2oc(-c3cccnc3)nc2c1 the results were TNAP inh no acc -3, bIAP activator 1, TNAP act hi DEA 1, Diaphorase act 1, Lmaj promast -10, Diaph inh CS 4, TNAP inh hiacc -4, bIAP inhibitor -5, PMI act hi M6P 1.1 and PMI activator 1.1.
